mcGAS MS inh: mouse cGAS inhibition by mass spec; Q8C6L5; recombinant mouse cGAS, cGAMP by RapidFire MS; inhibition, % at 12.5 µM; 130,000 compounds, 0.18% hits; AID 1259397;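 active = inhibition of cGAS enzyme activity at or above 60%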;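 also: enzyme stimulated by 45 bp dsDNA with ATP and GTP substrates; cGAMP share of summed cGAMP plus half ATP and half GTP signals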
Target sequence (Q8C6L5 whole entry, looked up): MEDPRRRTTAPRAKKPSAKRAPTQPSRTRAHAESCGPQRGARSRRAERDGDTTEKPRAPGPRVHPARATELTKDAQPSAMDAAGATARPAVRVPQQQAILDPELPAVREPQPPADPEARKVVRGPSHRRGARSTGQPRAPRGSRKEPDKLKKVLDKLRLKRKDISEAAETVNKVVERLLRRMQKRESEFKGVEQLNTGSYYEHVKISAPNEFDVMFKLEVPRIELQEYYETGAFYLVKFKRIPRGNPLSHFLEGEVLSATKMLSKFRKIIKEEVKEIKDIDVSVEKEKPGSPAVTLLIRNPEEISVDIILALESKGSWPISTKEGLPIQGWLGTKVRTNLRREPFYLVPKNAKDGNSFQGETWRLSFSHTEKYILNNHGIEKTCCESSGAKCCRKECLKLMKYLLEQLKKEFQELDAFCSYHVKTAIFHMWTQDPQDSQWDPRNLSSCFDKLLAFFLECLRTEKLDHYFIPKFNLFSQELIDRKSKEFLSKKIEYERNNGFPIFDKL
* marks the source's active call; other numbers are inactive results; & = joins results of further samples. An excerpt; the hit share may differ from the screen's.

SMILES	mcGAS MS inh
Cc1cc(=O)n2nc(Oc3ccc(C#N)cc3Cl)sc2n1	6.2
O=C(O)C1CC(=O)N(Cc2nc(-c3ccccc3)n[nH]2)C1 (stereo unspecified)	-9.8
COc1ccc(C(C)(C)C)cc1NC(=O)c1sccc1C	-4.0
c1nc(Nc2ccc3c(c2)OCCCO3)c2c3c(sc2n1)CCC3	10.6
O=C(c1ccc(Br)cc1F)N1CCCc2ccccc21	-3.5
O=C(CN1CCN(Cc2ccc(Cl)s2)CC1)Nc1cc(Cl)ccc1-n1cncn1	-2.0
CCOC(=O)N1CCN(S(=O)(=O)N2CCc3sccc3C2)CC1	8.7
CN(C)c1nc(NN(c2ccccc2)c2ccccc2)nc(N(C)C)n1	2.9
CN(C(=O)CC1C(=O)NCCN1Cc1c(F)cccc1Cl)C1CCOCC1 (stereo unspecified)	-6.4
CCCN(Cc1nnc(-c2ccco2)o1)C(=O)C=Cc1cc(C)n(-c2cc(C)on2)c1C	8.1
COc1cccc(C2=NN(C(=O)c3ccco3)C(c3ccccc3O)C2)c1 (stereo unspecified)	-1.1
O=[N+]([O-])c1ccc(Cn2c3[n+](c4ccc(C(F)(F)F)cc42)CCCCC3)cc1	-7.6
COc1cc(-c2nc(Cn3cccn3)c(C)o2)cc2c1OCO2	-22.9
c1ccc(C2=N[C@@H](c3ccccc3)[C@@H](c3ccccc3)N2)cc1	-4.3
Cc1ccc(NCc2ccc(C(=O)NCC3(CO)CCC3)cc2)cc1	-15.9
CCOc1ccc(/C=C2N=C(/C=C/c3ccc([N+](=O)[O-])cc3)OC/2=O)cc1	-6.9
O=C(NCC1(c2ccccc2)CCOCC1)c1cn(CCN2CCCCC2)nn1	-1.7
CC(C)(C)CC(=O)NS(=O)(=O)c1cccc2ncccc12	19.9
Cc1ccccc1C1N2CC3([N+](=O)[O-])CN1CC([N+](=O)[O-])(C2)C3(C)C (stereo unspecified)	-14.0
COC(=O)c1cc(C(=O)OC)cc(S(=O)(=O)Nc2ccc(F)cc2F)c1	-9.0&-5.1
CCOC(=O)C1(C)CCN1C(=O)c1ccc(OC)cc1OC (stereo unspecified)	-7.1
O=S1(=O)CCC(NC(=S)Nc2ccc(OC(F)F)cc2)C1 (stereo unspecified)	-0.4
COCCNc1nnc(Sc2cccc(Cl)c2C#N)s1	-0.9
O=C(NNC(=O)C12CC3CC(CC(C3)C1)C2)C1CCCCC1C(F)(F)F (stereo unspecified)	-2.9
CCn1nnnc1SCC(=O)Nc1ccccc1F	-4.6
CC(C)C/C=C/C=C\C(O)=N[C@@H](CC(=N)O)C(O)=N[C@@H]1C(O)=N[C@H](c2ccc(O)cc2)C(O)=N[C@H](CCCN)C(O)=N[C@H]([C@H](C)O)C(O)=N[C@@H](c2ccc(O)cc2)C(O)=N[C@H](c2ccc(O)cc2)C(O)=N[C@@H]([C@H](C)O)C(O)=N[C@@H](Cc2ccccc2)C(O)=N[C@H](CCCN)C(O)=N[C@@H](c2ccc(O[C@@H]3O[C@H](CO)[C@H](O)[C@@H](O)[C@@H]3O[C@@H]3O[C@H](CO)[C@@H](O)[C@H](O)[C@H]3O)cc2)C(O)=NC(C(C)O)C(O)=N[C@@H](c2ccc(O)cc2)C(O)=NCC(O)=N[C@@H](CC(C)C)C(O)=N[C@H](C)C(O)=N[C@@H](c2ccc(O)c(Cl)c2)C(=O)O[C@@H]1C(=N)O (stereo partly specified)	0.0
CCn1c(=O)c2c(nc3n(C(C)C)c(C)cn23)n(C)c1=O	-9.4
Cc1ccccc1N(C(C)C(=O)O)S(C)(=O)=O (stereo unspecified)	-16.6
CCn1ccc2cc(CN3CCC4(CCNC(=O)CC4)CC3)ccc21	-1.1
O=C(NCCSC1=Nc2ccccc2CS1)OCC(F)(F)F	1.3
O=C(Cn1cnc2c(nnn2Cc2ccccc2)c1=O)NCc1ccc2c(c1)OCO2	5.9
COc1nonc1NC(=O)C(F)(OC)C(F)(F)F (stereo unspecified)	-1.6
CCCS(=O)(=O)NC(=O)C1(C)CCN1C(=O)C/C=C/c1ccccc1 (stereo unspecified)	-19.5
O=S(=O)(NC1CCCCCCC1)c1ccccc1F	-5.7
CCc1nc(C2CC(=O)Nc3[nH]ncc32)c(C)[nH]1 (stereo unspecified)	-8.9
Cc1ccsc1-c1ccc(C(C)N2CCOCC2)cc1 (stereo unspecified)	0.2
FC(F)(F)c1ccc(N2CCN(C(=S)NC3CC3)CC2)nc1	-1.6
O=C(O)c1cc(=O)c2cc(F)ccc2o1	1.7
O=C(CCc1ccsc1)Nc1ccnn1Cc1cccs1	-20.1
N#Cc1ccccc1S(=O)(=O)Oc1ccccc1Br	1.3
O=C(Cc1ccc(S(=O)(=O)N2CCOCC2)s1)Nc1ccc(Cl)c(C(F)(F)F)c1	1.3
O=C(CCCN1C(=O)c2ccc(Br)cc2C1=O)Nc1nncs1	0.3
CNS(=O)(=O)c1ccc(C)c(C(=O)NCCc2cccnc2)c1	-3.3
CC(C)CCNCc1cccn1C	-6.1
CN1CCN(S(=O)(=O)c2cc(Br)ccc2Br)CC1	-1.6
Cc1oc(-c2cccc(Cl)c2)nc1CN(C)CC1(CO)CCOCC1	-20.8
COc1ccc(NC(=O)c2ccc3c(c2)CCCC3)cn1	-4.6
Cn1nnc2c(=O)n(C/C=C/c3ccccc3)cnc21	-5.7
CC1(C(=O)NCc2cccc(C(F)(F)F)c2)CCN1Cc1ccc2ccccc2c1 (stereo unspecified)	-3.6
COc1ccc(OCc2cc(C(=O)NCC3CCOC3)n[nH]2)c(Cl)c1 (stereo unspecified)	-0.4

The list continues:
SMILES	mcGAS MS inh
CCCSc1ncc(-c2nccn2-c2ccc3n[nH]nc3c2)cn1	5.8
CCc1ccc(C(COC)NS(=O)(=O)c2ccccc2)o1 (stereo unspecified)	-3.9
COCCN1C(=O)COCc2ccc(-c3cnc4ccccc4c3)cc21	-1.4
CC1(C(=O)NS(=O)(=O)c2ccc(Cl)cc2)CCN1C(=O)Cc1ccccc1 (stereo unspecified)	-14.7
COC(=O)CSc1nc(N)c(C#N)c(-c2ccccc2)c1C#N	-2.3
O=C(c1ccc2[nH]ccc2c1)N1CCCC(Nc2ccccc2)C1 (stereo unspecified)	-1.7
COCCN=c1scc(-c2cc(Cl)ccc2Cl)n1N=Cc1cc(OC)c(O)c(OC)c1	-2.6
COCCn1c(C)cn2c3c(=O)n(Cc4ccccc4)c(=O)n(C)c3nc12	-3.7
Cc1nc(C)c(C(=O)Nc2nc(-c3ccco3)c(-c3ccco3)s2)s1	32.5
COc1ccccc1/C=C/C=C1\N=C(c2ccc([N+](=O)[O-])cc2Cl)OC1=O	1.3
c1coc(-c2nnc(CN(C3CC3)C3Cc4ccccc4C3)o2)c1	2.4
C=C(Br)CNC(C)(C)C(=O)OC	-6.5
CCC1(C)Cc2c(C#N)c(N)n(C)c(=S)c2CO1 (stereo unspecified)	-26.0
COc1ccc2cc(C3CN(Cc4c(C)[nH]c(=O)[nH]c4=O)CCO3)ccc2c1 (stereo unspecified)	-6.9
Cc1c(C(=O)N2C[C@@H]3[C@H](C2)[C@H]2CC[C@@H]3O2)sc2ccccc12	13.0
Cc1cccc(C(=O)n2sc(=O)c3ccccc32)c1	-2.0
Cc1ccc(Cn2c(=O)c3c(nc4n3CCN4c3ccc(F)cc3)n(C)c2=O)cc1	-4.9
CCc1nnc(NC(=O)c2sc(CC(C)C)nc2C)s1	-0.4
CN(C)C(=O)c1ccc(N2CCC(NCCC3COc4ccccc4O3)CC2)cc1 (stereo unspecified)	-9.4
CN(Cc1ccccc1)C(=O)Cn1nnc(-c2ccccc2)c1COc1ccc2ccccc2c1	5.3
CC(C)C(=O)N1CCC(C(=O)Nc2ccc(Cl)cc2F)CC1	-9.8
O=S(=O)(Nc1ccc(F)c(F)c1F)c1ccc(Cl)cc1F	-0.1
CSc1ncccc1C(=O)N1CCCC(CO)(Cc2ccc(F)cc2)C1 (stereo unspecified)	-5.3
O=C(Nc1ccc(Oc2ccccc2F)cc1)C1CCN(C(=O)c2ccncc2)CC1	-10.0&-9.0
CC(c1ccccc1)N(C)CC(=O)Nc1sc2c(c1C#N)CCC2 (stereo unspecified)	-2.0
COc1ccc(NC(=O)CN(C)C(=O)c2ccc3c(c2)C(=O)c2ccccc2-3)cc1	-9.6
CCNC(=O)c1ccc(NC(=O)N(C)CCOc2ccc(OC)cc2)cc1	7.1
CCc1nnc2n1CCN(CC(=O)NN1C(=O)NC(C)(CC)C1=O)C2 (stereo unspecified)	-0.1
CC(C)CCN1CCNC(=O)C1CC(=O)NCCc1ccc(F)cc1 (stereo unspecified)	-5.8
NC(=O)C(c1ccc(F)cc1)N1CCOC(c2ccc(F)cc2)C1 (stereo unspecified)	-2.3
C[C@@H]1CN(C2(C(=O)NCCCn3cccn3)Cc3ccccc3C2)C[C@H](C)O1	-8.0
COc1ccccc1C(O)c1ncc(-c2ccccc2C)[nH]1 (stereo unspecified)	-4.8
Cc1cccc2nc(C(=O)N3CC(c4ccncc4)C3)cn12	-7.5
COc1ccc(-c2c3c(=O)n(C)c(=O)n(C)c3c3c(-c4ccccc4)cc(C)nn23)cc1	-21.5
Cn1cc(CCC(=O)N2CCOC(CCCc3ccccc3)C2)cn1 (stereo unspecified)	-10.9
CN(C(=O)COc1ccccc1C(N)=O)C1CCCc2ccccc21 (stereo unspecified)	1.9
CCOC(=O)c1ccc2c(c1)N(Cc1ccc(OC(F)(F)F)cc1)C(=O)C(C)S2 (stereo unspecified)	16.3
Cc1ccccc1Cn1cccc(C(=O)O)c1=O	-1.8
O=C(NCCc1cccc(Cl)c1)N1CCN(S(=O)(=O)c2cccc(Br)c2)CC1	33.8
CC(C)(C)c1nc(C(C)(C)C)c(Br)c(=O)[nH]1	-6.0

Some of these compounds in order of length of the SMILES, rising:
SMILES	mcGAS MS inh
Cc1ccccc1Cn1cccc(C(=O)O)c1=O	-1.8
Cc1cccc2nc(C(=O)N3CC(c4ccncc4)C3)cn12	-7.5
CN(C(=O)COc1ccccc1C(N)=O)C1CCCc2ccccc21 (stereo unspecified)	1.9
O=C(NCCc1cccc(Cl)c1)N1CCN(S(=O)(=O)c2cccc(Br)c2)CC1	33.8
C[C@@H]1CN(C2(C(=O)NCCCn3cccn3)Cc3ccccc3C2)C[C@H](C)O1	-8.0
COc1ccc(-c2c3c(=O)n(C)c(=O)n(C)c3c3c(-c4ccccc4)cc(C)nn23)cc1	-21.5

New compounds follow
SMILES	mcGAS MS inh
CC1CC1C(=O)NCCC(=O)NNc1c(F)c(F)nc(F)c1F (stereo unspecified)	3.0
COc1cccc(-c2nc(C=Nc3cccc(C(F)(F)F)c3)c(O)o2)c1	-7.3
Cc1[nH]c(-c2ccccc2)nc1CN1CCN(C)C[C@@H]1c1ccccc1	4.7
CNc1cc(-c2cc(OC)ccc2OC)ncn1	-3.1
Cc1c(C)n2c3c(=O)n(CCCO)c(=O)n(C)c3nc2n1-c1ccccc1F	-3.2
O=C(COc1cccc(Cl)c1)NCC1(N2CCOCC2)CCSC1 (stereo unspecified)	8.2
CC1CCc2c(C(=O)NCc3nnc4n3CCCCC4)csc2C1 (stereo unspecified)	-9.0
CN=c1scc(-c2ccc(OC(F)F)cc2)n1N=Cc1cc(OC)c(O)c(OC)c1	-15.2
CCc1cn[nH]c1C1CCCN(C(=O)c2c(-c3ccccc3)ccnc2C)C1 (stereo unspecified)	-36.9
COc1cccc(-c2n[nH]c3c2CN(C(=O)c2cc(C(C)C)no2)CC3)c1	-10.0
Cc1cc(N2CCc3[nH]nc(C(C)C)c3C2)nc(-c2cccnc2)n1	-7.4
O=C(c1ccc(C(F)(F)F)cc1)N1CCCC(OCc2cccc([N+](=O)[O-])c2)C1 (stereo unspecified)	-1.4
O=C(NC1CCSCC1)c1ccc(-n2ccc(C(F)(F)F)n2)cc1	-7.1
CN1CCN(Cc2nc3c(c(=O)n(C)c(=O)n3C)n2CCCO)CC1	-1.8
CC(Sc1nnc(N2CCCC2)n1C1CC1)C(=O)N1CCc2ccccc2C1 (stereo unspecified)	9.1
Cc1c(C(=O)c2cccc(S(=O)(=O)N3CC(C)OC(C)C3)c2)c2ccccn2c1CCC#N (stereo unspecified)	-0.5
O=C(c1cccc(NCc2ccc(F)cc2)c1)N1CCNCC1	-9.1
CC1(c2cccnc2)NC(=O)N(CCc2ccccc2Cl)C1=O (stereo unspecified)	-4.9
Cc1ncoc1C(=O)NCc1cccnc1N(C)Cc1ccccc1	-4.3
COc1ccccc1-c1cc(C(=O)NCC2CCCCC2)no1	-11.9
CCOC(=O)N1CCN(C(=O)c2cn(C/C=C/c3ccccc3)nn2)CC1	9.3
CCC1(CC)CN(C(=O)CC2C(=O)NCCN2Cc2ccccc2)CCO1 (stereo unspecified)	-10.3
Cc1cc(C)c2c(CC(=O)N[C@@H]3C[C@H]4C(=O)NCC(=O)N4C3)coc2c1C	-22.1
Clc1ccc2nc(CSc3ccccc3)cn2c1	-3.5
Cc1ccc(CN(C)C(=O)C2CC(C(C)C)=NO2)o1 (stereo unspecified)	-15.2
O=C1C2C3C=CC(CO)(O3)C2C(=O)N1c1ccc(Cl)cc1 (stereo unspecified)	-2.1
Cc1ccc(Nc2nc(N3CCOCC3)nc3nccnc23)c(C)c1	-7.4
CC1(C)CC(=O)C2=C(C1)Nc1ccccc1S2(=O)=O	-11.2
c1coc(CN(c2ncnc3sccc23)C2CC2)c1	-7.9
COCCc1nc2ccc(C(=O)N3CCN(c4nc(C)cnc4C)CC3)cc2o1	1.3
Cc1cc(N2CCOCC2)nc(Nc2ccc(NS(=O)(=O)c3ccc(C)c(C)c3)cc2)n1	-11.7

Of the compounds above, these have a nitro group on carbon.
SMILES	mcGAS MS inh
O=[N+]([O-])c1ccc(Cn2c3[n+](c4ccc(C(F)(F)F)cc42)CCCCC3)cc1	-7.6
CCOc1ccc(/C=C2N=C(/C=C/c3ccc([N+](=O)[O-])cc3)OC/2=O)cc1	-6.9
Cc1ccccc1C1N2CC3([N+](=O)[O-])CN1CC([N+](=O)[O-])(C2)C3(C)C (stereo unspecified)	-14.0
COc1ccccc1/C=C/C=C1\N=C(c2ccc([N+](=O)[O-])cc2Cl)OC1=O	1.3
O=C(c1ccc(C(F)(F)F)cc1)N1CCCC(OCc2cccc([N+](=O)[O-])c2)C1 (stereo unspecified)	-1.4

Bioassay records (PubChem)
